Vif-A3G inh: Vif-A3G binding inhibition. hit rate 0.076% among 410,000. AID 602310. Potency, µM (series often up to 46.1 µM), without a hit: top-dose activity, negative = active, usual class: inhibitors. HeLa A3G-eYFP + Vif (tagged APOBEC3G with the HIV-1 protein that degrades it), YFP fluorescence, overnight;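 also: % is scaled to controls: 0 for no effect and ±100 for the full control effect; nearly all actives have a fitted effect of over 60% in size; hits raise eYFP signal because A3G escapes Vif-driven loss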
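HeLa cells stably expressing Vif and C-terminally eYFP-tagged A3G, seeded overnight at 37 deg C, then exposed to compound by pintool overnight at 37 deg C. Rise in yellow fluorescence (Ex 488/Em 500-530, Acumen) marks blocked Vif-driven A3G degradation.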
TrxR1 inh: blocks rat thioredoxin reductase 1. O89049. recombinant rTrxR1, NADPH fluorescence consumption, selenite substrate. Potency, µM (top dose mostly 114 µM), inactives show at the highest dose activity change, negative = inhibition, actives largely listed as inhibitors. hit rate 1% among 390,000. AID 588453; also: % is scaled to controls: 0 for no effect and ±100 for the full control effect; nearly all actives have a fitted effect of over 65% in size
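Rat TrxR1 (90 nM in the dispensed reagent) was pre-reduced with 400 uM NADPH for 5 min at room temperature, then incubated with compound for 15 min. After 400 uM selenite was added, NADPH fluorescence (Ex 340/Em 450 nm) was followed for 8 min.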
mIDH1 inhibitor: human IDH1 R132H inhibition | Potency, µM (doses to about 76.6 µM), for the others: at the top dose activity change, negative = inhibition, most hits filed as inhibitors | IDH1-R132H enzyme, NADPH consumption, diaphorase/resazurin fluorescence | O75874 | hit rate 0.093% among 390,000; also: % is scaled to controls: 0 for no effect and ±100 for the full control effect; nearly all actives have a fitted effect of over 65% in size
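IDH1-R132H (0.5 ug/mL) preincubated 30 min with compound, then NADPH (0.016 mM) and alpha-KG (2 mM) added; 80 min at RT, pH 7.5. Remaining NADPH coupled via diaphorase/resazurin to fluorescence (540/590 nm); concentration-response curves normalized to no-enzyme control.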
RXFP1 ag: RXFP1 (human) receptor agonism; Q9HBX9; HEK293T-RXFP1 cAMP TR-FRET, 30 min; response scale: percent of porcine relaxin response, buffer zero; Potency, µM (doses to about 57.5 µM), without a hit: at the highest dose activation, hits mostly activators; hit rate 0.3% among 370,000; AID 2676; also: % is scaled to controls: 0 for no effect and ±100 for the full control effect; nearly all actives have a fitted effect of over 60% in size; many of its hits are not listed in these tables
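cAMP rise read by TR-FRET after 30 min, 37C compound exposure (up to 58 uM) in RXFP1-transfected HEK293 cells with Ro 20174 present. EC50 from Hill-equation fits, with 29 nM porcine relaxin as 100% and buffer as basal.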
Vif-APOBEC3F blk: blocks the Vif interaction with APOBEC3F | hit rate 0.2% among 390,000 | Potency, µM (series often up to 46.1 µM), for inactives: top-dose activity, negative = active | HeLa A3F-eYFP + Vif (tagged APOBEC3F with the HIV-1 protein that degrades it), YFP fluorescence increase; also: % of control where 0% means no effect; nearly all actives have a fitted effect of over 65% in size
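HeLa cells stably expressing A3F-eYFP plus Vif, plated and incubated overnight at 37 deg C, then exposed to compounds overnight at 37 deg C. Blocked degradation read as raised yellow fluorescence (Ex 488/Em 500-530).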
ALOX12 inh: ALOX12 (human) lipoxygenase inhibition; P18054; hit rate 1.1% among 580,000; Potency, µM (series often up to 108 µM), inactives show at the highest dose activity change, negative = inhibition, usual class: inhibitors; purified 12hLO, xylenol orange hydroperoxide absorbance; AID 1671190; also: % is scaled to controls: 0 for no effect and ±100 for the full control effect
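Hydroperoxide product was detected by ferrous iron/xylenol orange as the 573 to 405 nm absorbance ratio. Arachidonic acid at 40 uM (final) was turned over for 30 min at room temperature by 150 nM human 12hLO, pH 7.0 Hepes buffer, after 15 min compound preincubation.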
USP1 inh: USP1/UAF1 (human) deubiquitinase inhibition | O94782 | recombinant USP1/UAF1, Ub-Rhodamine cleavage fluorescence | hit rate 0.23% among 390,000 | Potency, µM (series often up to 57.1 µM), without a hit: top-dose activity change, negative = inhibition, actives largely listed as inhibitors | AID 743255; also: % is scaled to controls: 0 for no effect and ±100 for the full control effect; nearly all actives have a fitted effect of over 60% in size; inactives centre near -12
Target sequence (O94782 whole entry, looked up): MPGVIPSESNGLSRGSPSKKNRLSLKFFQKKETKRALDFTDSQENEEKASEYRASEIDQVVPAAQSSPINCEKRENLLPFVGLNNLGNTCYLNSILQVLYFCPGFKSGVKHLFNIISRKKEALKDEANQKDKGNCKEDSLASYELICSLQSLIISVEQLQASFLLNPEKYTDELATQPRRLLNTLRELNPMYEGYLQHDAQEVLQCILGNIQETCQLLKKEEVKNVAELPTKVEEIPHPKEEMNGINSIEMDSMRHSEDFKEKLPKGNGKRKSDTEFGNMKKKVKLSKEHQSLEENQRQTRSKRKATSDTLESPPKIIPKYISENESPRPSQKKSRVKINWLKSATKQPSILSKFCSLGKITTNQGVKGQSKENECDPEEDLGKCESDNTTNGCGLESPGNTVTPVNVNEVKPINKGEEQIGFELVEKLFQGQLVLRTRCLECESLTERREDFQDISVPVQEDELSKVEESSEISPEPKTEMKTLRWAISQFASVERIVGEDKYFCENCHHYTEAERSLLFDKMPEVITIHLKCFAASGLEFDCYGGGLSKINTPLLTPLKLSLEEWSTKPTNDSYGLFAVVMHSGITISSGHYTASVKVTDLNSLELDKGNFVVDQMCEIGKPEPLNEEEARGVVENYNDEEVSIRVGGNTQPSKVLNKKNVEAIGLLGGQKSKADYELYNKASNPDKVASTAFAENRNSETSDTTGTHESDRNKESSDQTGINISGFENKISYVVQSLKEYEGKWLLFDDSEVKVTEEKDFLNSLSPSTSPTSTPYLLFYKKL
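High-throughput fluorogenic screen: 1nM USP1/UAF1 complex, Ub-Rho substrate 150nM final, 50mM HEPES pH 7.8 with 0.5mM EDTA, 0.1 mg/ml BSA, 1mM TCEP and 0.01% Tween-20.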
RGS4 inhibitor: blocks human RGS4-accelerated GTP hydrolysis; Potency, µM (top dose mostly 114 µM), without a hit: top-dose activity change, negative = inhibition, usual class: inhibitors; AID 504845; P49798; hit rate 0.039% among 390,000; Transcreener GDP fluorescence polarization, RGS4-accelerated GTP hydrolysis; also: % is scaled to controls: 0 for no effect and ±100 for the full control effect; nearly all actives have a fitted effect of over 75% in size; some results filed as inactive show a strong effect at the top dose
Target sequence (P49798 whole entry, looked up): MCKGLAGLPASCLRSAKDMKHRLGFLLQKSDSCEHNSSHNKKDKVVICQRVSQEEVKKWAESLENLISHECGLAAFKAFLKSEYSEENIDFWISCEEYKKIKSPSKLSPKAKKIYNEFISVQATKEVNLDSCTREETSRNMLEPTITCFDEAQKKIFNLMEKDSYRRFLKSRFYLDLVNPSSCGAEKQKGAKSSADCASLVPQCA
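MLSMR compounds (23 nl, pin-transferred) preincubated 10 min at room temperature with a 500nM (2x) first reagent, then RGS4 at 900nM (2x) plus Transcreener GDP mix added; fluorescence polarization (620/688 nm) read before and after 90 min at 30 °C.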
TrxR1 substrate: rat thioredoxin reductase 1 substrate activity. O89049. hit rate 0.01% among 390,000. purified TrxR1 substrate turnover, NADPH consumption readout. Potency, µM (highest dose often 114 µM), inactives show top-dose activity change, negative = substrate turnover. AID 588456; also: % is scaled to controls: 0 for no effect and ±100 for the full control effect; nearly all actives have a fitted effect of over 50% in size
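Rat TrxR1, dispensed at 90 nM, was prereduced with 400 uM NADPH (final) for 5 min at ~22 deg C, then incubated with compound 15 min before 400 uM selenite. A first-read NADPH fluorescence drop versus no-compound background flagged substrates.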
Active calls of the source: *; ? = inconclusive; · = no result given; & = joins results of further samples; [ ] = dose if it differs, or a comment. Calls follow the shape of the dose curve; as a rule, active = well fitted curve in the direction sought with a large enough effect; inconclusive = small, poorly fitted or top-dose-only effect, or another doubt; inactive = no such curve, though single readings can be large; an effect the other way counts as inactive or inconclusive. Potency is read from the fitted curve at half-maximal effect.

SMILES | Vif-A3G inh | TrxR1 inh | mIDH1 inhibitor | RXFP1 ag | Vif-APOBEC3F blk | ALOX12 inh | USP1 inh | RGS4 inhibitor | TrxR1 substrate
Cc1cc(C)c2nc(-c3ccncc3)cc(C(=O)N3CCN(Cc4ccccc4Cl)CC3)c2c1 | 6% | 2% | -3% | 0.9% | -5% | ? | -26% | -2% | 3%
OC(C#CCCN1CCCCC1)(c1ccccc1)c1ccccc1 | -1% | 18% | 8% | -2.7% | -1% | ? | 3% | -26% | -2%[57.1 µM]
O=C(Nc1ccc2[nH]c(=S)sc2c1)c1ccccc1 | 1% | -37% | -4% | -0.3% | 2% | ? | -6% | -19% | -6%
CCCn1nnnc1SCC(=O)c1ccc2c(c1)OCCO2 | -7% | -1%[57.1 µM] | 5% | -1.2% | 0% | -4% | -13% | -25% | 9%[57.1 µM]
COc1ccc(C2=NO[C@@](CC(=O)O)(C(=O)Nc3ccc4c(c3)OCCO4)C2)cc1 | 0% | ? | 11% | -0.3% | 9% | · | -15% | -5% | 0%
CCCC[n+]1ccc(-c2nc3ccc([N+](=O)[O-])cc3[nH]2)cc1 | 2% | -19% | 7% | 10.0% | 1% | ? | -5% | 2% | -22%
CN(C1CCCCC1)S(=O)(=O)c1ccc(C(=O)N2CCN(c3nc4ccccc4s3)CC2)cc1 | 0% | 13% | 1% | -1.6% | -1% | 13% | -13% | -28% | -2%
O=C(COC(=O)CCC(=O)c1ccc(F)cc1)Nc1cccc(S(=O)(=O)N2CCOCC2)c1 | -7% | -22% | 10% | 0.6% | 4% | -6% | -21% | -1% | -2%
Cn1nnnc1SCc1ccc([N+](=O)[O-])cc1 | 0% | -20%[57.1 µM] | 5% | 0.0% | -7% | -14% | -2% | 3% | 2%[57.1 µM]
CS(=O)(=O)c1nc(S(=O)(=O)c2ccc(Cl)cc2)c(N2CCCCCC2)s1 | 2% | 10% | -5% | 6.2% | 0% | 5% | -17% | -15% | -5%
COc1ccc(OC)c(C(O)c2nc3ccccc3n2C(C)C)c1 (stereo not given) | 0% | 1%[57.1 µM] | -3% | 0.3% | 7% | -19%&8% | -2% | -15% | -5%
CC(=O)N1CCc2cc(S(=O)(=O)CCC(=O)N3CCN(c4cccc(C)c4C)CC3)ccc21 | 0% | -7% | -6% | 3.8% | -4% | 0% | ? | ? | -7%
Cc1ccc(-c2cn3c(n2)sc2cc(C(=O)NCCCc4ccccc4)ccc23)cc1 | 2% | -5% | -2% | 27% | 0% | 0% | -3% | 18% | 8%[11.4 µM]
C=CCc1ccccc1OCC(=O)OCCNC(=O)c1cccnc1 | 0% | -13% | 4% | 1.0% | -9% | 40µM* | -7% | -5% | -7%
CCc1ccc(N(C(=O)CNC(=O)c2ccco2)C(C(=O)NCC2CCCO2)c2ccccc2)cc1 (stereo not given) | -6% | 1%[57.1 µM] | 0% | 3.5% | -9% | -8% | -23% | 14% | -3%[57.1 µM]
CCc1ccccc1NC(=O)CCCSc1nc(-c2ccco2)cc(C(F)(F)F)n1 | 0% | -7% | -23% | 9.4% | 1% | -20% | -20% | -5% | 5%
Cc1ccc(Nc2c(-c3cccnc3)nc3ccc(Br)cn23)cc1 | -8%&3% | 21%&-8% | -4%&-2% | -1.4%&6.3% | -21%&3% | -15%&-27% | -12%&-15% | 30%&-2% | 3%&-2%
CCC(C)[C@H]1CN=C(N)N1CCCc1cc(OC)c(OC)c(OC)c1 (stereo not given in full) | 3% | -3%[57.1 µM] | -4% | 3.0% | 9% | -26% | -17% | 10% | 0%[57.1 µM]
C/C(=N\NC(=O)c1ccc(-c2ccccc2)cc1)C1C(=O)c2ccccc2C1=O | 2% | 9% | 12% | 0.0% | -28% | 0% | -23% | 17% | -7%
COc1ccc(-c2c3c(nc4sc(C(=O)Nc5cccc(OC)c5)c(N)c24)CC(C)(C)CC3=O)cc1 | · | 23% | · | 3.3% | · | -20% | -4% | 1% | 0%
c1ccc(Cn2c(NCc3ccco3)nc3ccccc32)cc1 | -2% | 7% | 9% | 2.0% | -10% | -14% | -12% | -29% | 4%
CCOc1ccccc1N1CCN(S(=O)(=O)c2cccs2)CC1 | 0% | 25% | 1% | 0.2% | 0% | 2% | -14% | 18% | 9%
Cc1nc(CS(=O)(=O)c2ccccn2)sc1C(=O)NNC(=O)c1c(F)cccc1Cl | 1% | 2%[57.1 µM] | 2% | 0.5% | 10% | 457%[activator] | 2% | -15% | 2%[57.1 µM]
COc1ccc(C(=O)COC(=O)c2cccc(NC(=O)c3ccc(OC)c(OC)c3)c2)cc1 | -7% | -16% | 27% | 0.1% | 8% | -25% | -12% | -8% | -6%

Whole records as entered above. Order of screens: Vif-A3G inh, TrxR1 inh, mIDH1 inhibitor, RXFP1 ag, Vif-APOBEC3F blk, ALOX12 inh, USP1 inh, RGS4 inhibitor, TrxR1 substrate
Results for Cc1nc(CS(=O)(=O)c2ccccn2)sc1C(=O)NNC(=O)c1c(F)cccc1Cl → 1%, 2%[57.1 µM], 2%, 0.5%, 10%, 457%[activator], 2%, -15%, 2%[57.1 µM]
Results for CCC(C)[C@H]1CN=C(N)N1CCCc1cc(OC)c(OC)c(OC)c1 (stereo not given in full) → 3%, -3%[57.1 µM], -4%, 3.0%, 9%, -26%, -17%, 10%, 0%[57.1 µM]
Results for COc1ccc(C(=O)COC(=O)c2cccc(NC(=O)c3ccc(OC)c(OC)c3)c2)cc1 → -7%, -16%, 27%, 0.1%, 8%, -25%, -12%, -8%, -6%
Results for CCc1ccccc1NC(=O)CCCSc1nc(-c2ccco2)cc(C(F)(F)F)n1 → 0%, -7%, -23%, 9.4%, 1%, -20%, -20%, -5%, 5%
Results for Cc1ccc(-c2cn3c(n2)sc2cc(C(=O)NCCCc4ccccc4)ccc23)cc1 → 2%, -5%, -2%, 27%, 0%, 0%, -3%, 18%, 8%[11.4 µM]

Other compounds
SMILES | Vif-A3G inh | TrxR1 inh | mIDH1 inhibitor | RXFP1 ag | Vif-APOBEC3F blk | ALOX12 inh | USP1 inh | RGS4 inhibitor | TrxR1 substrate
CC(Cl)C(=O)Nc1ccccc1C#N (stereo not given) | 2% | 0% | 2% | 2.5% | -8% | -3% | -23% | -18% | -5%
CCCNCc1cc(OCC)c(OCC(=O)Nc2ccccc2)cc1Br | 3% | 28% | -8% | 2.3% | -3% | -5% | -23% | 4% | 3%
Cc1cnc(C(=O)Nc2ccc(N3CCCCC3)cc2)cn1 | 11% | 14% | -5% | 0.7% | 12% | 4% | -5% | 12% | 0%
C=CCN1C(=O)C(CC(=O)Nc2ccccc2F)S/C1=N\c1nccs1 (stereo not given) | -7% | 14% | 1% | 0.0% | -14% | -1% | -19% | -16% | 1%
COc1ccc(N2CC(C(=O)Nc3nnc(Cc4ccccc4)s3)CC2=O)cc1 (stereo not given) | -1% | -12% | 0% | -0.1% | 0% | -9% | -3% | -10% | -8%
CCC1(c2ccccc2)NC(=O)N(Cc2cccc([N+](=O)[O-])c2)C1=O (stereo not given) | 0% | 17% | 0% | -0.7% | 0% | 0% | -19% | -4% | 4%
COc1cc(OC)c(C(=O)Nc2ccc(C(=O)c3ccccc3)cc2)cc1OC | 0% | 18% | 7% | 1.2% | 6% | 3% | -11% | -5% | 2%
O=C(N/N=C\c1cn[nH]c1-c1ccccc1)c1cccs1 | -4% | -15% | 0% | 2.9% | 8% | 10% | -3% | -19% | -9%
CCC(=O)Nc1ccc(Br)cn1 | -1% | 21% | 7% | 0.4% | 0% | 3% | -14% | -2% | 6%
O=C(Nc1ccc(S(=O)(=O)Nc2nccs2)cc1)c1nn(-c2ccccc2)ccc1=O | 3% | 16% | ? | ? | -1% | 11% | -21% | -15% | -3%
O=C(CCNc1ccc(Cc2ccncc2)cc1)c1ccc([N+](=O)[O-])cc1 | -16% | 16µM* | 13% | -1.3% | 7% | -6% | -8% | ? | -22%[57.1 µM]
Cc1ccc(NC2=Nc3ccccc3CS2)cc1 | -9% | 2% | 2% | 0.8% | 9% | 357%[activator] | -29% | -22% | 0%
O=C(O)CN1CCCC1=Nc1ccccc1 | 2% | -18% | 7% | -0.4% | -4% | ? | -13% | -17% | 7%
Cc1cc2cc(CNC(=O)c3ccc(S(=O)(=O)N4CCOCC4)cc3)ccc2[nH]1 | -2% | 5%[57.1 µM] | 16% | 0.0% | 1% | 9% | -19% | -22% | -8%
Cc1ccc[n+](/C(=C\C(=C=[N-])C#N)C(=O)c2ccc(Cl)cc2)c1 | 11% | -2% | 1% | 2.2% | 3% | -7% | 1% | 13% | -9%
COc1cc(/C=C/C(=O)N2CCN(C)CC2)cc(S(=O)(=O)N2CCc3ccccc32)c1OC | -2% | 20% | -2% | -0.4% | 1% | 2% | -14% | 12%[11.4 µM] | -3%
C[C@H](CO)N1C[C@H](C)[C@@H](CN(C)S(=O)(=O)c2ccc(C#N)cc2)OCc2cnnn2CCCC1=O | 0% | · | -5% | · | -1% | 16% | -9% | · | ·

Assay outcomes as filed in PubChem.

These rows are one share of the data; count on the stated rates, not on these rows.
